# aSyn UTR inh: 5' untranslated region of α-synuclein, MLPCN primary screen; 0.82% of 300,000 active; alpha-synuclein 5'UTR reporter, inhibitor activity; inhibition, % (tested at 7.5 µM); in the data active = inhibition above about 60%; inconclusive = no clear call, values can overlap the other calls;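 note: H4 neuroglioblastoma cells stably carrying SNCA 5'UTR luciferase fusion; 0% = DMSO wells and 100% = positive control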
# HSF1 inh: HSF1 inhibition. 0.77% of 300,000 active. activity change, negative = inhibition, % at 7.5 µM (by protocol). AID 2098. NIH3T3-HGL HSE-luciferase, MG132-induced, luminescence 8 h; stronger effect = lower value;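 active = more than half of replicate wells show activity change below -50%, luminescence cut by over half; inconclusive = some wells, but at most half, below -50%; inactive = no replicate well below -50%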;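 note: luciferase reports HSF-1 transcriptional activity via heat shock element; 0% = median of DMSO wells and -100% = zero luminescence signal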
# SKKanGAS inh: SKKanGAS growth inhibition; 1.3% of 300,000 active; inhibition, % at 7.5 µM; S. pyogenes SKKanGAS, kanamycin growth, BacTiter-Glo, 6 h;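 active = mean replicate score, as percent of positive control median, at least 50; inconclusive = mean below 50 but one replicate at or above 50; inactive = mean and every replicate below 50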;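 note: strain carries kanamycin resistance gene driven by streptokinase promoter and grows in 40 µg/ml kanamycin; loss of luminescence reflects streptokinase promoter inhibition or plain growth inhibition; 0% = median of DMSO wells and 100% = positive control at its reference dose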
# HSP90 inh: HSP90 refolding inhibition in rabbit reticulocyte lysate; luciferase refolding luminescence, 3 h; inhibition, % at 5.6 µM; 0.91% of 290,000 active;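 active = inhibition above the screen-wide mean plus 3 SD, computed separately per campaign, cut at about 16% in these data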;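 note: 0% = DMSO wells and 100% = 60 µM geldanamycin wells; inhibitors lower the luminescence because luciferase stays unfolded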
# KLF5 inh: kruppel-like factor 5 inhibition. 0.23% of 290,000 active. AID 1700. DLD-1 KLF5 promoter-luciferase reporter, luminescence. inhibition, % at 5 µM;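 active = inhibition above a per-plate limit of that plate's mean compound inhibition plus 3 SD, cut at about 60% in these data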;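 note: 0% = DMSO wells and 100% = LY294002 at 200 µM; higher means less KLF5 promoter-driven luciferase light; inactives centre near -14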
# IEC-6 tox: kills IEC-6 intestinal cells in KLF5 counter-screen; IEC-6 cytotoxicity, luminescence viability; inhibition, % at 5 µM; 0.78% of 290,000 active; in the data active = inhibition above about 22%;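 note: 0% = plate median of test compound wells and 100% = cytotoxic reference compound wells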
# HIF act: HIF pathway transcriptional activation. AID 1910. 0.32% of 300,000 active. activation, % at 7.5 µM (by protocol). U2OS HRE-luciferase reporter, luminescence; normalized: DMSO 0%, desferrioxamine 100%;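 active = mean activation of at least 10% of the iron chelator positive control signal, with at least half of replicates also reaching 10%; inconclusive = mean and replicate majority disagree about reaching 10%; inactive = mean and most replicates under 10%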
# HSF1 activator: increases HSF-1 driven luciferase reporter signal. AID 504408. 1.7% of 300,000 active. NIH3T3-HGL HSF-1 luciferase reporter, MG132, 8 h; 100% = twice DMSO control signal. activation, % at 9 µM;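 active = mean replicate activation of at least 50% with a set share of replicates each reaching 50%; inconclusive = only one of those two conditions met; inactive = mean below 50% and too few replicates reaching it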;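 note: 0% = median of the neutral control wells and 100% = twice that signal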
# Platelet DG rel: modulates dense granule release in human platelets | human platelet-rich plasma, SFLLRN dense granule ATP release, luminescence | inhibition, %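 (compounds screened at 7.5 µM in platelet-rich plasma)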 | 0.22% of 300,000 active;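 active = mean replicate score, as percent of positive control, at or above 50; inconclusive = mean below 50 but at least one replicate at or above 50; inactive = mean and every replicate below 50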
# AI-2 QS mod: modulates the Vibrio harveyi AI-2 quorum sensing system; activity change, % at 7.5 µM; Vibrio harveyi JMH597 AI-2 luminescence/OD600 ratio, 9 h; stronger effect = lower value; strain lacks LuxN and CqsS sensors; 0 = neutral-control median; AID 2094; 0.4% of 300,000 active; in the data active = activity change below about -75%, passing the limit was not always enough; inconclusive = no clear call, values can overlap the other calls;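 note: luminescence divided by OD600 gain over 9 h not by final OD600 alone; inactives centre near 13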
# * hit, by the source's call; ? = inconclusive; / = no result given.
nr	SMILES	aSyn UTR inh	HSF1 inh	SKKanGAS inh	HSP90 inh	KLF5 inh	IEC-6 tox	HIF act	HSF1 activator	Platelet DG rel	AI-2 QS mod
1	O=c1oc2cc([N+](=O)[O-])ccc2nc1/C=C(O)/C=C/c1ccccc1	9	0	-4	5	13	4	0.1	10	3	24
2	COc1ccccc1NS(=O)(=O)c1ccc(NC(=O)c2nc3ncccn3n2)cc1	-18	-6	4	7	-30	2	0.0	-17	11	32
3	CC(=O)Nc1ccc(Oc2ccc(NC(C)=O)c(NC(C)=O)c2)cc1	14	8	2	0	-20	-8	-0.3	6	7	4
4	O=C1C2CC=CCC2C(=O)N1c1ccc(NCCc2ccc(O)cc2)c([N+](=O)[O-])c1 (configuration not stated)	-23	4	-3	1	-22	-3	0.0	32	0	13
5	CCS(=O)(=O)c1ccc(-c2cccc(NC(=O)c3ccc(Br)o3)c2)nn1	-11	4	19	/	/	/	-0.9	-23	2	19
6	COc1ccccc1C(=O)NCCn1cc(SCC(=O)NCC2CCCO2)c2ccccc21 (configuration not stated)	12	-4	2	1	-57	-4	-0.2	22	1	12
7	Cc1ccc(C(=O)COC(=O)CCN2C(=O)C3C4CCC(C4)C3C2=O)cc1C (configuration not stated)	-5	-4	-15	2	-29	5	-0.1	9	-15	0
8	COc1ccc(CN2C(=O)c3cccnc3C2=O)cc1S(=O)(=O)N(C)c1cccc(C)c1	-5	-3	2	-1	-15	-1	0.0	-9	-9	26
9	CC(CN1CCCCC1)OC(=O)c1ccco1 (configuration not stated)	-17	-7	-1	2	-18	-3	-1.2	-15	/	29
10	CC(C)CCNC(=O)c1ccc(-n2cnc3cccnc32)cc1	-36	-3	-8	3	-22	0	2.4	-8	0	10
11	COc1cc(OC)cc(N(C(=O)c2ccco2)C(C(=O)NC2CCCC2)c2ccc(N3CCOCC3)cc2)c1 (configuration not stated)	11	7	-11	3	-4	0	0.0	21	-3	5
12	CCC1(c2ccccc2)NC(=O)N(CC(=O)Nc2ccc(Cl)c(S(=O)(=O)N3CCCCC3)c2)C1=O (configuration not stated)	0	11	5	/	/	/	0.7	18	/	32
13	COc1ccc(CNc2nc(NCc3ccc(OC)cc3)n(C(=O)c3ccccc3[N+](=O)[O-])n2)cc1	-36	10	0	6	-26	-5	0.2	3	5	10
14	O=C(CCCN1C(=O)/C(=C\c2cccs2)SC1=S)Nc1ccc(C(=O)O)cc1	11	-4	5	-2	-16	6	0.0	-3	8	24
15	CCOC(=O)C1CN(c2cc3c(cc2F)c(=O)c(C(=O)O)cn3CC)OC1C(=O)OCC (configuration not stated)	4	0	-11	-4	8	-9	-0.3	14	-7	20
16	CCN(C(=O)COC(=O)COc1ccc2c(C)cc(=O)oc2c1)C1CCS(=O)(=O)C1 (configuration not stated)	13	-1	1	4	-8	2	-0.3	-22	7	9
17	Cc1ccc(-c2csc(NC(=O)CN3CC(C)OC(C)C3)n2)cc1 (configuration not stated)	-8	0	-2	-5	-17	1	2.8	4	0	12
18	Cc1ccc(-c2csc3ncn(/N=C/N(C)C)c(=O)c23)o1	11	-4	0	-2	12	2	-0.1	3	3	0
19	Cc1ccc2c(c1)C1CN(C)CCC1N2Sc1ccccc1[N+](=O)[O-] (configuration not stated)	22	-11	-7	5	7	4	-0.2	5	1	5
20	Cc1cc(N/N=C/c2ccco2)c2ccccc2n1	-6	-17	-16	0	-53	-1	0.2	-5	-7	11
21	O=C(N/N=C/c1cccc(OC(=O)c2ccc3c(c2)OCO3)c1)c1cncc(Br)c1	-24	5	8	-6	-10	-1	0.4	-2	-6	21
22	CC1CCc2sc(C(=O)Nc3nnc(SCc4ccc(F)cc4)s3)cc2C1 (configuration not stated)	-27	-1	7	1	-24	-3	-0.1	3	3	12
23	O=C(NCC1CCCO1)c1ccc(Oc2ccc([N+](=O)[O-])cc2)cc1 (configuration not stated)	13	-4	-7	-1	-22	-2	-0.1	3	-1	23
24	CC1CC1C(=O)Nc1nc2ccc(Cl)cc2s1 (configuration not stated)	-134	44	5	/	/	/	4.7	61*	10	13
25	O=C(NCCOc1ccccc1)c1n[nH]c(=O)c2ccccc12	-5	-1	-5	-2	-27	0	1.7	0	-1	19

# Individual results from the list:
# O=C(NCCOc1ccccc1)c1n[nH]c(=O)c2ccccc12 @ Platelet DG rel: -1
# Cc1ccc(C(=O)COC(=O)CCN2C(=O)C3C4CCC(C4)C3C2=O)cc1C (configuration not stated) @ AI-2 QS mod: 0

# Additional compounds:
nr	SMILES	aSyn UTR inh	HSF1 inh	SKKanGAS inh	HSP90 inh	KLF5 inh	IEC-6 tox	HIF act	HSF1 activator	Platelet DG rel	AI-2 QS mod
26	O=C(O)c1ccc2c(c1)C(=O)N(c1ncccn1)C2=O	-8	-8	2	3	-17	-1	-0.4	-3	-2	19
27	CCC(C)[C@@H]1NC(=O)N(CCCN2CCCC2=O)C1=O (some centres not stated)	-18	-9	-4	-1	-19	-4	-0.8	-16	-2	10
28	Cc1cc(C(=O)CSc2nn3c(=O)c(C(C)(C)C)nnc3s2)c(C)n1C	19	0	5	3	-4	2	0.2	31	0	19
29	CC(C)Sc1nc(NCc2ccco2)c2c3c(sc2n1)COC(C)(C)C3	-85	22	11	1	-40	3	1.5	29	-1	7
30	COc1cccc(C(=O)NNC(=O)Cc2ccc([N+](=O)[O-])cc2)c1	-1	5	9	3	-3	-1	-0.1	8	-2	12
31	CCC(=O)Nc1ccc(NC(=O)c2oc3ccccc3c2C)cc1	51	11	-13	-2	-17	1	-0.2	19	8	6
32	CC(C)(C)CN1CCNC(=O)C1CC(=O)NCCc1ccccc1C(F)(F)F (configuration not stated)	12	6	9	0	-14	-1	-0.4	1	-2	21
33	COc1ccc(C(C(N)=O)c2ncc(C(F)(F)F)cc2Cl)cc1 (configuration not stated)	6	11	5	1	-9	-2	-0.1	14	-6	42
34	O=C(Nc1ncc(S(=O)(=O)c2ccc([N+](=O)[O-])cc2)s1)c1ccc2ccccc2c1	-37	0	14	-3	-11	-1	-0.2	-1	12	30
35	Cc1nc(SCC(=O)Nc2cc(C)on2)c2c3c(sc2n1)CCCC3	26	3	22	3	-21	1	-0.6	-16	3	8
36	COc1ccc(N/C(C)=C/C(=O)c2ccccc2)cc1	-151	1	-4	-4	-8	-4	-10	5	2	31
37	CSc1nccc(-c2c(-c3ccc(Cl)cc3)noc2C)n1	-13	8	-2	2	-11	0	0.0	41	-7	11
38	O=C(CCc1ccccc1)Nc1ccc(N2CCCCC2)cc1	-38	3	1	-4	-53	4	2.0	13	0	21
39	Cc1noc(C)c1CSCC(=O)Nc1nc2ccccc2s1	3	-6	6	-1	-25	4	0.9	-13	30	2
40	COc1ccccc1NC(=S)N1CCN(Cc2ccc3c(c2)OCO3)CC1	27	11	4	3	-25	1	-0.1	13	-56	18
41	O=S(=O)(Nc1nc2ccccc2nc1Nc1cccc(S(=O)(=O)N2CCCCC2)c1)c1ccccc1	47	70	64*	-2	-38	1	-2.4	101*	-3	29
42	COc1ccc(C2CC(c3cccs3)=NN2C(=O)CCC(=O)O)cc1 (configuration not stated)	-16	2	1	-2	-24	-2	1.0	13	-2	27
43	O=C(Nc1cc(C(F)(F)F)ccc1N1CCOCC1)c1n[nH]c(=O)c2ccccc12	-7	-5	10	0	-3	0	-1.2	-4	3	11
44	CCN(CC)CCOC(c1ccccc1)c1ccc(C)cc1 (configuration not stated)	8	11	-8	2	-47	-2	0.3	24	-8	4
45	COc1cccc(-c2ccc(NC(=O)C3CCCN(CCCn4cccn4)C3)cc2)c1 (configuration not stated)	-11	6	12	-1	-21	3	-0.4	8	2	14
46	CCCCCn1c(CNC(=O)CCC)nc2ccccc21	-4	-11	0	0	-48	-4	0.0	-1	-5	3
47	Cc1ccc(N(C)C2=NC(=O)CS2)cc1Cl	7	1	-5	2	-36	4	-0.5	-11	-7	-2
48	Cc1cccc(OCC(=O)Nc2cccc(O)c2)c1	-162	-1	-2	1	2	2	2.1	13	-1	-13
49	COCCC(=O)Nc1ccc2c(c1)CN(C(=O)CCOC)CC2	13	/	-3	-2	-8	-4	0.0	/	1	1
50	CC(C)(C)NC(=O)c1ccc(C(=O)NC(C)(C)C)cc1	17	-6	-7	3	-23	-1	0.2	9	-1	12

nr	SMILES	aSyn UTR inh	HSF1 inh	SKKanGAS inh	HSP90 inh	KLF5 inh	IEC-6 tox	HIF act	HSF1 activator	Platelet DG rel	AI-2 QS mod
51	O=C(NCc1cccs1)C1CC(c2ccc(F)cc2)=NO1 (configuration not stated)	-27	15	-13	2	-10	4	0.6	21	-5	15
52	CC(C)CC(C(=O)Nc1oc(-c2ccco2)c(-c2ccco2)c1C#N)N1C(=O)c2ccccc2C1=O (configuration not stated)	-4	-3	15	1	-19	-10	0.1	8	-2	6
53	CCCCOCCCNC(=O)CN1C(=O)c2ccccc2C1=O	1	1	0	3	6	0	0.0	2	6	17
54	CSc1ccccc1NC(=O)CSc1nnc(CNC(=O)c2ccccc2F)n1C	5	3	2	7	-21	6	-0.2	-11	-5	16
55	S=C(NCCc1c[nH]c2ccccc12)NC1CCCC1	-15	-5	10	-2	-14	8	0.1	20	4	6
56	Cc1ccc(NC(=O)C2CCC(N3C(=O)C4CCCCC4C3=O)CC2)cc1 (configuration not stated)	-23	-5	-4	0	-25	-3	0.8	8	-1	25
57	COc1ccc(NC(=O)CNc2cccc(C#N)c2)cc1Cl	-42	5	1	5	-49	5	-1.7	10	2	-80*
58	O=C1COc2ccc(C(=O)COc3ccc(Cl)cc3Br)cc2N1	-34	6	21	/	/	/	-0.1	21	12	36
59	COC(=O)c1cccc(NC(=O)c2nn(C(C)C)c(=O)c3ccccc23)c1	6	15	-10	-4	-34	8	0.0	22	4	42
60	CC(=O)N1CCc2cc(S(=O)(=O)NC(C)c3ccccc3)ccc21 (configuration not stated)	-9	-3	-1	2	-17	0	-0.2	-4	0	-8
61	CC(C)(C)c1ccc(CSc2nnc(-c3ccccn3)n2Cc2ccco2)cc1	9	13	45	2	-30	-2	-0.5	38	3	2
62	Cc1ccc(C)c(NC(=S)NC2CC3CCC(C2)N3Cc2ccco2)c1 (configuration not stated)	-1	-4	-1	-2	-19	-5	-0.4	-1	1	14
63	O=C(O)c1nsc(Cl)c1Cl	5	3	4	2	-28	5	-2.5	-3	-3	19
64	CC(C)c1nnc(N2C(=O)c3oc4ccccc4c(=O)c3C2c2ccco2)s1 (configuration not stated)	-48	10	1	-1	-32	0	-0.3	23	5	5
65	CN1CCN(S(=O)(=O)c2ccc(Br)c3ccccc23)CC1	12	0	8	-4	-31	4	0.1	-2	15	14
66	COC(=O)[C@@H]1[C@@H](C#N)C2(c3ccccc3-c3ccccc32)N(c2ccc(Cl)cc2)N1C#N	-41	32	?	2	6	2	1.1	40	/	14
67	Nc1c(-c2ccccc2)cnn1-c1cccc([N+](=O)[O-])c1	-92	7	3	-4	-40	1	3.9	10	4	23
68	C=CCn1c(C)cc(C(=O)COC(=O)[C@@H](NC(=O)c2ccccc2Cl)C(C)C)c1C	-70	-61*	2	27*	-42	-2	0.0	-66	6	14
